Bioassay records deposited in PubChem by several laboratories.
PMI act hi M6P – increases human PMI activity with near-saturating mannose 6-phosphate; coupled PMI enzyme assay, resazurin fluorescence, 20 min; hits give high values; 1 = untreated enzyme, 0 = substrate-free blank; AID 1216; activation factor at 20 µM; P34949; actives 0.34% (n = 190,000);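 active means activation factor of 2 or more at 20 µM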
Target sequence (P34949 whole entry, looked up): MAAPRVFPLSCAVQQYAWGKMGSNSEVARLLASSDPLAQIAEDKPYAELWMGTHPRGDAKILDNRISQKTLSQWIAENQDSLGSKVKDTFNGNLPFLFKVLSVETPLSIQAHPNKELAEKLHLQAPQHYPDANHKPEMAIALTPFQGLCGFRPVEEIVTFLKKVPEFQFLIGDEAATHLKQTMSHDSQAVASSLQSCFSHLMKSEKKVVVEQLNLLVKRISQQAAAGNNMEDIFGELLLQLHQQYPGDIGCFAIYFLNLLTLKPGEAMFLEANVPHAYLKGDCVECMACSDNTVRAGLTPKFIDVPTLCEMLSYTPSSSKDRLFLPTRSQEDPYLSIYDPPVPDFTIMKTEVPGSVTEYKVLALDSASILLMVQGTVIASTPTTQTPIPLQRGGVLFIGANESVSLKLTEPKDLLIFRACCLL
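assay system = human phosphomannose isomerase with PGI, G6PDH, diaphorase coupling enzymes | quantity = 15 ng/mL PMI | incubation = enzyme reaction with compound 20 min at room temperature | medium = HEPES pH 7.4 buffer with MgCl2 and Tween-20 | compound dosing = one concentration, 20 µM, in 1% DMSO | measured by = Diaphorase-driven resazurin-to-resorufin fluorescence, excitation 544, emission 590 nm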
FLuc stim CS – affects firefly luciferase, flagging false hits in luciferase stimulation screens; activation factor at 10 µM; 200,000 tested, under 10 active; AID 1027; P08659; ATPlite luciferase biochemical, luminescence, 10 min; 0 = ATP-free wells, 1 = DMSO control;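 active means luciferase activation factor, scaled between plate controls, of at least 2 with compound at 10 µM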
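Material: Luciferase/luciferin reagent mix; Doses: test compounds dosed from 2 mM stocks in 100% DMSO; Schedule: 10 min incubation after luciferase reagent addition, room temperature; Measured by: luminescence from luciferase reaction; Read-out: luminescence gain marking luciferase activators.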
TNAP act hiacc – activators of human TNAP at high phosphate acceptor concentration; purified TNAP, CDP-star luminescence, 1 M DEA, 30 min; hits give high values; 0 = EDTA background, 1 = DMSO-only activity; activation factor at 20 µM; 200,000 tested, under 10 active;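 active means activation factor at least 2 at 20 µM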
Target sequence (P05186 whole entry, looked up): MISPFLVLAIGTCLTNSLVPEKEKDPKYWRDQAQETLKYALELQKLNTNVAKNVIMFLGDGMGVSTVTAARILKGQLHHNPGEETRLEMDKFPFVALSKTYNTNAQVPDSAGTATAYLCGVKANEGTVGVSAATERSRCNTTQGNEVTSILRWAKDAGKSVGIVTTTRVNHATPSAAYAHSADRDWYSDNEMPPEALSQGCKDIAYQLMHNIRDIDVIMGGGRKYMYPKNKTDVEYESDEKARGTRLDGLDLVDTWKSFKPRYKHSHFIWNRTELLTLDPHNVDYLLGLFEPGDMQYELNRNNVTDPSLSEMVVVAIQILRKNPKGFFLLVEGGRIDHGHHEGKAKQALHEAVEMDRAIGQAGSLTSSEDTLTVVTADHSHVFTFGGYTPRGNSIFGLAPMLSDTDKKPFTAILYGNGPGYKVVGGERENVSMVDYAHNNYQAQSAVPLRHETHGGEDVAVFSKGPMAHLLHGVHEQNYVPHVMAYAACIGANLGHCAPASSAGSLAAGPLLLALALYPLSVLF
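Measured by: Luminescent substrate turnover signal | Test system: Human TNAP | Input: TNAP 1/800 final | Dosing: 20 µM single point | Schedule: 30 min, room temperature | Controls: EDTA wells as negative control, DMSO wells as positive control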
PMI activator – increases human mannose-6-phosphate isomerase activity | P34949 | purified human PMI, coupled resazurin fluorescence, 20 min; hits give high values; 1 = vehicle control, 0 substrate-free wells | activation factor at 20 µM | actives 0.005% (n = 190,000) | AID 1214;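 active means activation factor of 2 or more at 20 µM, relative to plate controls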
Diaph inh CS – inhibits diaphorase or chemically oxidizes, flagging diaphorase assay artifacts; diaphorase resazurin-to-resorufin fluorescence, NADH, 16 min; bacterial (C. kluyveri) enzyme, not human; inhibition, % at 20 µM; AID 1217; actives 0.69% (n = 190,000);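 active means primary screen inhibition at 20 µM above a set limit, cut at about 50% in these data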;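 further: plate controls were DMSO with full reaction for no effect and wells lacking NADH for full effect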
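Test system: bacterial diaphorase enzyme (C. kluyveri); Quantity: 0.14 U/mL diaphorase, enzyme working solution; Times: reaction incubation of 16 min at room temperature; Measured by: fluorescence of resorufin formed from resazurin, Ex 544/Em 590 nm; Benchmarks: positive control minus NADH, DMSO neutral control.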
TNAP inh noacc – inhibitors of human TNAP without phosphate acceptor | actives 0.26% (n = 200,000) | AID 1012 | P05186 | inhibition, % at 20 µM | purified TNAP, CDP-star luminescence, 30 min;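 active means tissue-nonspecific alkaline phosphatase inhibition above about 50% at 20 µM in the single-dose screen, limit read from the data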;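 further: 0% = DMSO negative control and 100% = EDTA positive control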
Diaphorase act – activates diaphorase or chemically reduces, flagging diaphorase assay artifacts. Diaphorase/resazurin coupled assay, resorufin fluorescence, 16 min; hits give high values; 1 = vehicle wells, 0 = NADH-free wells. activation factor at 20 µM. actives 0.005% (n = 190,000). AID 1229;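 active means diaphorase activity raised at least twofold by the compound at 20 µM; inactive means activation factor below 2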
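Test system: Clostridium kluyveri diaphorase, purified enzyme. Buffer or medium: 50 mM HEPES pH 7.4 buffer plus MgCl2 and Tween 20. Also added: 0.114 mM NADH and 0.1 mM resazurin, final amounts. Dosing: compound 20 µM once, DMSO 1%. Schedule: 16 min enzyme reaction, ambient temperature. Detection: fluorescence of resorufin, 544 nm excitation, 590 nm emission.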
G6PDH CS – inhibits Leuconostoc G6PDH, flagging false hits in G6PDH-based assays; AID 1020; Purified L. mesenteroides G6PDH, diaphorase/resazurin coupled fluorescence, 45 min; inhibition, % at 5 µM; actives 0.12% (n = 200,000); in the data active means inhibition above about 50%
TNAP inh hi DEA – blocks human TNAP under high phosphate acceptor concentration | purified TNAP, CDP-star luminescence, 1 M DEA | inhibition, % at 20 µM | actives 0.03% (n = 200,000) | AID 1135 | P05186;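 active means over 50% inhibition of tissue-nonspecific alkaline phosphatase at 20 µM in the single-dose screen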;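 further: plate controls were DMSO wells for no effect and EDTA-quenched wells as full inhibition for full effect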
HMGR II inh – E. faecalis class II HMG-CoA reductase inhibition | inhibition, % at 10 µM | actives 0.41% (n = 190,000) | purified E. faecalis HMGR, NADPH absorbance 340 nm kinetic;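 active means inhibition above a set limit, the median over all tested compounds plus 3 SD, cut at about 9.5% in these data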;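 further: enzyme runs in reverse so mevalonate oxidation gives rising NADPH absorbance; 0% = complete reaction with DMSO and 100% = background rate lacking mevalonate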
* hit, by the source's call; · = not tested or not shown.

PMI act hi M6P	FLuc stim CS	TNAP act hiacc	PMI activator	Diaph inh CS	TNAP inh noacc	Diaphorase act	G6PDH CS	TNAP inh hi DEA	HMGR II inh	smiles
0.9	1.1	1	0.9	17	-4	0.8	5	-3	1	COc1cc2c(cc1OC)C1(Nc3c-2c(C)nn3-c2ccccc2)C(=O)Nc2ccccc21 (stereo unspecified)
1.2	1	1	1.2	-1	-12	1	6	-3	-5	COc1ccc(CCNC(=O)COC(=O)COc2ccc(C#N)cc2)cc1
1	1.1	1.1	1.1	6	-10	0.9	-5	-6	-1	CCOC(=O)N1CCN(C(=O)CSc2ccc3nnc(CCNC(=O)c4ccccc4)n3n2)CC1
1.1	0.9	1	1.1	-7	0	1.1	1	4	-1	NC(=O)/C(=C\c1ccccc1)NC(=O)/C=C/c1ccccc1
·	1	1	·	·	-6	·	8	-3	0	c1ccc(-c2csc(-c3ccncc3)n2)cc1
1	1	0.9	0.9	-1	-10	1	6	5	1	CCOc1ccccc1NC(=O)Cn1c(=O)n(-c2ccccc2)c(=O)c2oc3ccccc3c21
0.9	1	1	0.9	14	-8	0.9	-2	1	0	CCC(C)(C)c1ccc(OCCN2C(=O)NC(C)(C)C2=O)cc1
1	0.9	1	1.4	6	-7	0.9	4	0	-8	COc1cc(/C=N/NS(=O)(=O)c2ccc(C)cc2)ccc1OCc1ccc(C(=O)O)cc1
0.9	1	1	0.9	11	-8	0.9	4	-2	2	CCOC(=O)C(C)c1ccc2cc(OC)ccc2c1 (stereo unspecified)
0.9	1	1	0.9	5	-5	0.9	16	1	-9	COc1cc(NC(=O)CSc2nc(C)cs2)cc(OC)c1
1	0.9	1	1	22	-8	0.8	-8	-4	-2	O=C(Nc1ccc(O)cc1C(=O)O)c1cccc(Br)c1
1	1	1	1	-12	2	1.1	8	-3	-9	CCC(CC)c1nnc(NC(=O)Oc2ccccc2)s1
1.4	1	1	1	34	3	0.7	7	-1	5	Cc1cc(C)c2[nH]c(=O)c(C(c3nnnn3CC3CCCO3)N3CCCC(C)C3)cc2c1 (stereo unspecified)
1	1.1	1.1	0.7	27	-11	0.7	-10	-5	-11	S=c1nc(C2CCCCC2)[nH][nH]1
1.1	1	1	1	8	-14	0.9	0	-3	-1	COc1ccccc1Oc1cc(F)nc(N)n1
0.9	1	1	0.9	8	-4	0.9	2	2	7	COC(=O)c1ccc(/C=N/OCC(=O)NCCc2ccc(OC)c(OC)c2)cc1
1.1	1.1	1.1	1.1	-11	-17	1.1	6	-13	3	Cc1ccccc1-c1nc(CN2CCC(C(=O)NCCCN3CC(C)CC(C)C3)CC2)c(C)o1 (stereo unspecified)
1	1.1	1	0.9	31	-5	0.7	5	-4	-2	CC1C/C(=N\NC(=O)c2ccc(NS(=O)(=O)c3ccc(Br)cc3)cc2)CC(C)(C)C1 (stereo unspecified)
1	1	1	1	0	-3	1	13	-1	-3	COc1ccccc1NC(=S)N(Cc1ccc(C(=O)O)cc1)Cc1ccc(OC)c(OC)c1
1.3	1	1.1	1.1	-8	-6	1.1	9	-6	0	CC(CN1CCCCC1)OC(=O)C1c2ccccc2Oc2ccccc21 (stereo unspecified)
1	1	1	0.9	7	-5	0.9	2	-3	1	O=C(O)C1CC1C(=O)N1CCN(c2ccc(Cl)c(Cl)c2)CC1 (stereo unspecified)
1.2	1	1	0.3	3	-7	1	10	0	-3	C[N+]1(CC(O)COCC2COc3ccccc3O2)CCOCC1 (stereo unspecified)
1	1	1	1	-2	-6	1	2	-2	3	Cc1ccc(C2=NNC(=O)C(c3c[nH]c4ccccc34)C2)cc1 (stereo unspecified)
1.1	1.1	1	1	9	-6	0.9	2	0	1	CCOC(=O)C1(CC2CC2)CCN(Cc2ccc(O)c(Cl)c2)CC1
1	1	1	0.9	5	-4	1	6	1	-1	Cc1ccc(C(=O)CSc2nnc(Cn3nnc4ccccc43)n2C)cc1
1	1	1	0.8	24	13	0.8	7	1	1	O=C(CSc1nc2ccccc2c(=O)n1-c1ccc(F)cc1F)c1c[nH]c2ccccc12
0.9	0.9	1	0.9	12	8	0.9	14	1	-8	NC(=O)c1ccccc1NC(=O)Nc1ccc(F)c(Cl)c1
1	1.1	1	1.1	9	3	0.9	-2	-3	-3	CCn1c(-c2ccccc2)c(C(=O)CC#N)c2ccccc21
0.9	1	1	0.9	20	-5	0.8	4	0	1	COc1ccc(CN(CCCN2CCOCC2)C(=O)Nc2cccc(Cl)c2)cc1OC
1	1	1	1	10	-8	0.9	15	-1	0	CC(C)N1C(=O)CCC1C(=O)NCc1ccccc1Cl (stereo unspecified)
0.8	1.1	0.9	1	21	6	0.8	2	7	-14	CC1(C(=O)N/N=C/c2ccc([N+](=O)[O-])o2)CC1(Br)Br (stereo unspecified)
0.9	1	1	0.9	18	-26	0.8	-5	-4	-1	CCCCn1c(NCc2ccccc2O)nc2ccccc21
1.1	1.1	1	1.1	8	2	0.9	7	-2	-1	CC(NC(=O)CSc1ncccn1)c1ccc(Cl)cc1Cl (stereo unspecified)
0.9	1.1	1	0.8	22	-5	0.8	5	-1	2	Cc1ccc(S(=O)(=O)c2c(C)cc(C)nc2Oc2cccc(C(F)(F)F)c2)cc1
1.1	1	1.1	1	-2	-3	1	-4	-5	-7	CCCCOC(=O)Nc1ccc(S(=O)(=O)Nc2cc(C)nc(C)n2)cc1
0.8	1.1	1	1	23	1	0.8	2	-3	-9	COc1ccccc1Nc1nc(-c2sc(NC(=O)c3ccco3)nc2C)cs1
1	1.1	1.1	1	-2	-15	1	5	-6	1	O=C(O)CCCC(=O)NCCCCc1ccccc1
1	0.5	1	1	10	-3	0.9	5	-1	-1	COc1ncccc1-c1nnn(-c2ccc(F)cc2)n1
0.9	1	1	0.9	12	-4	0.9	-16	4	1	O=C(CNC(=O)c1ccc(Cl)cc1)OCc1nc2ccccc2s1
0.8	0.3	1	0.9	21	-6	0.8	10	-2	7	CCOc1ccc(NC(=O)c2cnccn2)cc1
1	1	1	0.9	19	0	0.8	0	3	0	C=CCOC(=O)C(C#N)c1nc2ccccc2nc1N1CCN(c2ccccc2OC)CC1 (stereo unspecified)
0.9	0.9	1	0.7	7	-12	0.9	-7	-2	-5	COc1c(C)cccc1C(=O)Nc1ccc(CN2CCOCC2)cc1
0.8	1.1	1	0.8	21	-2	0.8	-19	1	-7	COc1ccc(C2=NN(C(=O)CSc3nnc(-c4ccccc4F)o3)C(c3ccco3)C2)cc1 (stereo unspecified)
0.7	1.1	1	1.1	3	-6	1	7	-4	-2	COc1cc(C(=O)OCC(=O)NCc2ccccc2)cc(NC(=O)c2ccco2)c1OC
1.2	1.1	1	1.2	3	0	1	6	-2	1	COc1cc([N+](=O)[O-])ccc1NC(=O)CSc1nc2ccccc2n1-c1ccccc1
0.9	1	1	0.9	4	35	1	5	3	-10	COc1ccnc(CSC(N)=Nc2ccccc2OC)c1
1.1	1	1.1	1	10	-5	0.9	10	-7	-3	O=C(c1ccco1)N1CCN(c2nc(C3CC3)nc3c2nnn3Cc2ccccc2Cl)CC1
1	1	1	1	6	0	0.9	4	0	-4	c1ccc(-c2c[nH]c3[n+]2CCCCC3)cc1
1	1	1	1.1	0	-10	1	1	-3	-5	CCN(c1ccccc1)c1cc(C)nc2ncnn12
0.9	1.1	1	1	3	-7	1	11	-3	-3	COc1ccc(C2CCN(CC(=O)N(C)C)CC2O)cc1 (stereo unspecified)
1	1	1	0.9	8	6	0.9	8	0	-5	C1CCC(NC2=NCCC2)CC1

Rewritten with each value named: entries from further up.
> COc1cc([N+](=O)[O-])ccc1NC(=O)CSc1nc2ccccc2n1-c1ccccc1
- PMI act hi M6P = 1.2
- FLuc stim CS = 1.1
- TNAP act hiacc = 1
- PMI activator = 1.2
- Diaph inh CS = 3
- TNAP inh noacc = 0
- Diaphorase act = 1
- G6PDH CS = 6
- TNAP inh hi DEA = -2
- HMGR II inh = 1
> c1ccc(-c2c[nH]c3[n+]2CCCCC3)cc1
- PMI act hi M6P = 1
- FLuc stim CS = 1
- TNAP act hiacc = 1
- PMI activator = 1
- Diaph inh CS = 6
- TNAP inh noacc = 0
- Diaphorase act = 0.9
- G6PDH CS = 4
- TNAP inh hi DEA = 0
- HMGR II inh = -4
> CCCCn1c(NCc2ccccc2O)nc2ccccc21
- PMI act hi M6P = 0.9
- FLuc stim CS = 1
- TNAP act hiacc = 1
- PMI activator = 0.9
- Diaph inh CS = 18
- TNAP inh noacc = -26
- Diaphorase act = 0.8
- G6PDH CS = -5
- TNAP inh hi DEA = -4
- HMGR II inh = -1

Compounds were not picked by outcome. About 1.7% of those tested had a hit in this group.
